# Screening results: PubChem BioAssay, Fisher Drug Discovery Resource Center
# mcGAS inh – inhibitors of mouse cGAS. Q8C6L5. inhibition, % at 12.5 µM. AID 1259399. recombinant cGAS, Kinase-Glo ATP depletion luminescence. 160,000 compounds, 0.15% hits;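 also: 0% = negative control wells and 100% = reference inhibitor with no enzyme activity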
# hcGAS lum – human cGAS inhibition; recombinant h-cGAS, ATP depletion, Kinase-Glo luminescence; inhibition, % at 12.5 µM; Q8N884; 290,000 compounds, 0.081% hits; AID 1259398;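 also: 0% = vehicle reaction and 100% = reaction without DNA for no activity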
# Target sequence (Q8N884 whole entry, looked up): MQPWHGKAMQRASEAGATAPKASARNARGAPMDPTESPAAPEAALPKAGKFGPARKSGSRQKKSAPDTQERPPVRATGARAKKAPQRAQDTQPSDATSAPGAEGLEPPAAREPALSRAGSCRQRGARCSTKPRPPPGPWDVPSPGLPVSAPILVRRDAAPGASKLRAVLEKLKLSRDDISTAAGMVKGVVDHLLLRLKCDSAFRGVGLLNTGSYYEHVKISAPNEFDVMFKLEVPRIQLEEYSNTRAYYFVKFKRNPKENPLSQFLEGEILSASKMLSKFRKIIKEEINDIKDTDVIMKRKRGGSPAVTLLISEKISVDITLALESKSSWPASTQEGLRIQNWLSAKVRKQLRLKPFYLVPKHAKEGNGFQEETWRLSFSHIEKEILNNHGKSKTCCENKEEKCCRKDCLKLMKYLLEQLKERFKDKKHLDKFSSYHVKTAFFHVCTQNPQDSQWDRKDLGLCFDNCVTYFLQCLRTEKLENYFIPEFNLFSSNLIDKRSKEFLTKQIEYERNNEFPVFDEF
# NPYLR7 agonist – activates Aedes aegypti NPYLR7 receptor; HEK293T NPYLR7/Galpha15, GCaMP6s calcium fluorescence; activation, % at 10 µM; 270,000 compounds, 0.15% hits; AID 1259423; in the data active = activation above about 40%;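 also: 0% = vehicle and 100% = reference agonist at the receptor; some compounds past the cut are filed as inactive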
# * marks the source's active call; other numbers are inactive results; . = not tested or not shown; & = joins results of further samples. Rule as the data show it, unless noted: active = inhibition above about 40%; inactive = the rest.
molecule | mcGAS inh | hcGAS lum | NPYLR7 agonist
O=C(NC1CCCCCC1)N1CCN(C(c2ccc(F)cc2)c2ccc(F)cc2)CC1 | -8 | -4 | 34
CC(C)CCn1cnc2c1c(=O)n(CC(=O)N1CCNC1=O)c(=O)n2Cc1ccccc1 | . | 3 | 4
Cc1ccc(-n2cnnn2)c(S(=O)(=O)N2CCOCC2)c1 | . | -7 | 5
Cn1nc(Nc2ccccc2N)cc1-c1ccccc1 | . | -7 | -4
O=C(Nc1cccc(-c2cccc(-c3ccc(F)cc3)n2)c1)c1cncc(Br)c1 | -3 | -5 | 5
COC(=O)c1ccc(/C=C2\SC(=Nc3cc(C)cc(C)c3)NC2=O)cc1 | -9 | -3 | -2
O=C(NCCCOC1CCCCC1)c1cc2cc(Cl)ccc2o1 | -1 | 1 | -6
O=[N+]([O-])c1ccc(Cl)c(C2c3cccn3CCCN2Cc2cc(Cl)ccc2O)c1 (stereo unspecified) | -6 | -7 | 22
C=CCSc1nnc(-c2ccc(F)cc2)n1-c1ccccc1 | -4 | -5 | .
O=C(Nc1cccnc1)C1(c2cccc(Br)c2)CCCC1 | . | 1 | -2
COc1ccc2c(CN3CCOCC(CN(C)C)C3)cn(C)c2c1 (stereo unspecified) | -11 | -7 | 2
O=C(CCC1CCN(S(=O)(=O)c2ccc(Cl)s2)CC1)Nc1ccccc1 | -9 | -1 | 6
CNc1ncc(-c2ccc(O)c(OC)c2)c(-c2ccc(C)cc2)n1 | -11 | -6 | 14
CCOC(=O)C1=C(C)NC(=O)NC1c1cc(OC)c(OC)c(OC)c1 (stereo unspecified) | -7 | -8 | 2
COc1ccc(N(Cc2nnc3n2CCCCC3)C(=O)Nc2cccc(C)c2)cc1OC | . | -3 | 18
CCc1nc(C)cc(N2CCCC(C(=O)c3cccnc3)C2)n1 (stereo unspecified) | . | -7 | -5
CCCCOCC(=O)N1CCC2(CC1)CNC(=O)C2 | -9 | -1 | 25
O=C(c1ccc2cc[nH]c2c1)N1CCCn2nc(C(=O)N3CCCC3)cc2C1 | -9 | -5 | .
Brc1ccc2oc(=Nc3ccccc3)c(-c3nc4ccccc4[nH]3)cc2c1 | -6 | -8 | 0
Cc1ccc(F)cc1NC(=O)N1CCOC2(CNCCOC2)C1 (stereo unspecified) | . | -4 | 11
CC(NC(=O)c1cc(-c2ccccc2)nn1-c1ccc(F)cc1)c1ccccc1 (stereo unspecified) | -5 | -9 | 22
CCN(CC(=O)Nc1c(F)cccc1F)C(=O)c1cc(C)oc1C | . | -6 | 1
CN(CC(O)COc1ccc(Cl)cc1Br)C1CCCC1S(C)(=O)=O (stereo unspecified) | . | -12 | 5
CCC(C(=O)N(Cc1cc(NC(=O)C2CCC2)ccc1N(C)C)C1CCCCC1)c1ccccc1 (stereo unspecified) | -7 | -3 | 6
NCc1ccnc(N2CCN(c3ccc(F)cc3)CC2)c1 | . | -7 | 1

# Entries of single compounds as entered above. Order of screens: mcGAS inh, hcGAS lum, NPYLR7 agonist
# COc1ccc(N(Cc2nnc3n2CCCCC3)C(=O)Nc2cccc(C)c2)cc1OC is listed as ., -3, 18
# CNc1ncc(-c2ccc(O)c(OC)c2)c(-c2ccc(C)cc2)n1 is listed as -11, -6, 14

# Further entries follow:
molecule | mcGAS inh | hcGAS lum | NPYLR7 agonist
O=c1n(CCn2cccc2)nc(CC2CCNCC2)n1-c1ccccc1 | -14 | -9 | 0
OCC1(Cc2cccc(F)c2)CCN(c2cnccn2)CC1 | . | 2 | 4
CCOCCCNC(=O)c1cc(NC(=O)c2cccc([N+](=O)[O-])c2)ccc1N1CCN(c2ccccc2OC)CC1 | -6 | -2 | 24
OCc1ccc(CN2CCCC(COc3ccccc3F)C2)o1 (stereo unspecified) | . | -8 | 24
CN(c1cc(Cl)nc(SCc2ccc(C(=O)NCCC(c3ccccc3)c3ccccc3)cc2)n1)C1CCCCC1 | -4 | -2 | 25
CCNC(=O)CNC(=O)C1CCN(S(=O)(=O)c2ccc3c(c2)OCCO3)CC1 | . | -4 | 4
Cc1c(C)c(C)c(S(=O)(=O)N2CCN(C3CCOC3=O)CC2)c(C)c1C (stereo unspecified) | . | -13 | 4
COc1ccccc1C(=O)N(Cc1c(-c2ccc(F)cc2)noc1N1CCN(C)CC1)CC1CCCO1 (stereo unspecified) | -4 | 0 | -1
CCCOC(=NCCC(C)C)NC(=O)c1ccccc1F | -3 | -3 | 0
O=C(NCCc1nc2ccccc2s1)c1cn2c(n1)CNCC2 | -11 | -8 | 25
Cc1nc(C)c(Cc2cccc(Cl)c2)c(N2CCN(C(=O)c3ccc(F)cc3)CC2)n1 | -7 | 4 | 4
COc1ccc(CCSc2nnc(N)s2)cc1 | . | -6 | -4
Cc1cc(Cc2ccc(S(=O)(=O)NC3CCCC(C)C3C)cc2)c(=O)[nH]n1 (stereo unspecified) | -3 | 4 | -1
COc1ccccc1N=c1oc2ccc(Br)cc2cc1C(N)=O | 4 | 10 | -2
O=C(CCc1ccc(S(=O)(=O)N2CCOCC2)cc1)NC1CCCCCCC1 | . | -8&2 | 6&0
c1sc(NCC2CCCO2)nc1C12CC3CC(CC(C3)C1)C2 (stereo unspecified) | . | -6&-9 | -1&-14
Cc1ccc(C(=O)N2C(C(=O)NC(C)c3ccccc3)COC23CCN(C(=O)c2cccs2)CC3)cc1 (stereo unspecified) | -4 | -2 | -3
Cc1ccc2c(c1)CCCN2C(=O)CCCn1nc(-c2ccc(F)cc2)ccc1=O | -10 | -6 | 2
CCOC(=O)C1C(=O)C=C(c2ccc(OC)cc2)CC1c1ccco1 (stereo unspecified) | -4 | -5 | 11
CC(NC(=O)c1cc(Cl)ccn1)c1cccc(OC(F)F)c1 (stereo unspecified) | . | -4 | -3
CCOc1nc(-c2cccc(C(F)(F)F)c2)n(-c2cccc(NC(=O)Nc3ccccc3C)c2)n1 | -5 | -2 | -3
O=C(COC(=O)c1ccccc1NCc1ccco1)NC(=O)C1CCCCC1 | . | 1 | 14
Brc1cccc(-c2nnc(SCc3nc4ccccc4[nH]3)o2)c1 | . | 0 | 1
CCN(CC)C(=O)[C@@H]1C[C@H](N)CN1C(=O)c1cc2c(s1)CCCCC2 | -1 | 2 | -6
CSc1nc(N2CCCCC2)c2cnn(CCNC(=O)c3ccccc3F)c2n1 | -7 | -2 | .

# Filtered by structure, those above containing bromine (6)
molecule | mcGAS inh | hcGAS lum | NPYLR7 agonist
O=C(Nc1cccc(-c2cccc(-c3ccc(F)cc3)n2)c1)c1cncc(Br)c1 | -3 | -5 | 5
O=C(Nc1cccnc1)C1(c2cccc(Br)c2)CCCC1 | . | 1 | -2
Brc1ccc2oc(=Nc3ccccc3)c(-c3nc4ccccc4[nH]3)cc2c1 | -6 | -8 | 0
CN(CC(O)COc1ccc(Cl)cc1Br)C1CCCC1S(C)(=O)=O (stereo unspecified) | . | -12 | 5
COc1ccccc1N=c1oc2ccc(Br)cc2cc1C(N)=O | 4 | 10 | -2
Brc1cccc(-c2nnc(SCc3nc4ccccc4[nH]3)o2)c1 | . | 0 | 1

# Molecules from the list above with an NH in an aromatic ring:
molecule | mcGAS inh | hcGAS lum | NPYLR7 agonist
O=C(c1ccc2cc[nH]c2c1)N1CCCn2nc(C(=O)N3CCCC3)cc2C1 | -9 | -5 | .
Brc1ccc2oc(=Nc3ccccc3)c(-c3nc4ccccc4[nH]3)cc2c1 | -6 | -8 | 0
Cc1cc(Cc2ccc(S(=O)(=O)NC3CCCC(C)C3C)cc2)c(=O)[nH]n1 (stereo unspecified) | -3 | 4 | -1
Brc1cccc(-c2nnc(SCc3nc4ccccc4[nH]3)o2)c1 | . | 0 | 1

# Continued:
molecule | mcGAS inh | hcGAS lum | NPYLR7 agonist
CC(c1ccccn1)N(C)C(=O)Cn1cc(C(F)(F)F)ccc1=O (stereo unspecified) | . | -4 | 3
CN1CCN(NC(=O)CN2C(=O)/C(=C/c3ccccc3F)SC2=S)CC1 | -1 | 0 | 7
Cc1c(C(=O)NCCN(C)C)cnn1-c1ccccc1 | -4 | -1 | -2
O=C(CCC(F)(F)F)N1CCCC(N2CCN(c3cccc(Cl)c3)CC2)C1 (stereo unspecified) | . | -2 | 2
O=C(CC1C=CCC1)NC1CCc2[nH]c3c(Cl)cccc3c2C1 (stereo unspecified) | -4 | -2 | 10
CCCCCCc1cc2c(=O)c(-c3ccc(Br)cc3)coc2cc1OC | -2 | -1 | -16
O=C(CSc1ccc(-c2ccc(-n3ccnc3)cc2)nn1)NC1CCCCC1 | . | -4 | 10
CCN1CCc2nc(NC(=O)C3CCC(C(C)(C)C)CC3)sc2C1 (stereo unspecified) | . | -8 | 5
Cc1ccc(F)cc1-c1nc(NCC2CC2)nc2ccsc12 | . | -12 | 9
CN(C)C(CNC1CCC(C#N)(c2ccccc2)CC1)c1c(F)cccc1Cl (stereo unspecified) | . | -7 | 7
COCCN1C(=O)CC2(C1=O)C(=O)N(CCn1cnc3c1c(=O)n(C)c(=O)n3C)c1ccc(F)cc12 (stereo unspecified) | -5 | -9 | -3
O=C1C(=Cc2ccccn2)SC(=S)N1CC1CCCO1 (stereo unspecified) | . | -7 | 10
CCc1nc(NC(=O)NCCc2nc(-c3ccccc3)cs2)nn1C | . | -3 | 13
CCCSc1ccccc1-n1cnnc1 | -7 | -6 | 21
COC(=O)C1=C(C)NC2=C(C(=O)CC(c3ccccc3)C2)C1c1cccc(O)c1 (stereo unspecified) | -5 | -6 | -2
COC(=O)CN(C)Cc1cnc(S(C)(=O)=O)n1CC(C)C | . | -7 | 3
COCCCN(CC(=O)N1CCc2sccc2C1c1ccccc1C)C(=O)c1ccc2c(c1)OCO2 (stereo unspecified) | -4 | -6 | .
O=C(c1ccco1)N1CCCN(Cc2nc(C(c3ccccc3)c3ccccc3)no2)CC1 | . | -13 | 18
CCc1nn2c(N3CCN(c4ccccn4)CC3)cc(C)nc2c1-c1ccccc1 | -7 | -6 | 3
CCOCCCNC(=S)NNC(=O)c1c(Cl)c(C)nn1C | . | -5 | -10
CC1=Nc2ccccc2C1=Cc1c(N)n2nc(C(C)C)sc2nc1=O | . | 2 | -2
COc1ccc(-c2cn(Cc3nc(C)c4c(n3)CCCC4)nn2)cc1OC | . | -6 | 7
O=C(NCC(F)(F)F)c1ccccc1NCc1cccc(F)c1 | . | -8 | 6
O=C1NCCN2CCN(Cc3cccn3S(=O)(=O)c3ccccc3)CC12 (stereo unspecified) | -19 | -2 | 22
COc1ccc(C2=NN(C(=O)CN3CCC4(CC3)OCCO4)C(c3cc(OC)ccc3OC)C2)c(OC)c1 (stereo unspecified) | 0 | -1 | -8

# Part of the list above in order of molecular weight, rising.
molecule | mcGAS inh | hcGAS lum | NPYLR7 agonist
O=C1C(=Cc2ccccn2)SC(=S)N1CC1CCCO1 (stereo unspecified) | . | -7 | 10
Cc1ccc(F)cc1-c1nc(NCC2CC2)nc2ccsc12 | . | -12 | 9
O=C(NCC(F)(F)F)c1ccccc1NCc1cccc(F)c1 | . | -8 | 6
CCOCCCNC(=S)NNC(=O)c1c(Cl)c(C)nn1C | . | -5 | -10
CN1CCN(NC(=O)CN2C(=O)/C(=C/c3ccccc3F)SC2=S)CC1 | -1 | 0 | 7

# Continued:
molecule | mcGAS inh | hcGAS lum | NPYLR7 agonist
COc1ccc(-c2nc(=S)n(CN3C4CCC3CC(O)C4)[nH]2)cc1 (stereo unspecified) | . | 0 | 0
COc1cccc(-n2c(Cn3cncn3)n[nH]c2=S)c1 | 0 | 0 | -9
COc1c(F)cc(C2CC(=O)Nc3c2c(C(C)C)nn3C)cc1Cl (stereo unspecified) | -8 | 2 | -4
COc1cc(CN2CCN(C3C4CC5CC(C4)CC3C5)CC2)cc(OC)c1O (stereo unspecified) | -3 | -1 | .
C=C(C)Cn1c(=O)c2c(nc3n2CCCN3c2cccc(C)c2)n(C)c1=O | -10 | -2 | 3
COc1c(C)ccc(NS(=O)(=O)c2ccccc2F)c1C | . | -16 | 8
Cc1cc(C2=NNC(=CSc3nnnn3Cc3cccs3)O2)c(C)o1 | . | -5 | 9
CC(C)OP(=O)(OC(C)C)C(NCc1ccccc1)c1ccccc1 (stereo unspecified) | . | 0 | -19
O=C(CSc1nnc2ccccn12)Nc1ccccc1F | -2 | -3 | -3
CCn1ccc2c(CN3[C@@H]4CC[C@H]3CNC(=O)C4)cccc21 | -12 | -6 | 16
CC(=O)c1ccc(C(=O)N(CCCN(C)C)c2nc3ccc(Br)cc3s2)cc1 | -7 | -4 | 2
Cc1nc(Cc2ccc(F)cc2)sc1C(=O)NC(C)C | . | -5 | 1
NCCC[C@H](N)CC(=O)NC1CNC(=O)[C@H]([C@H]2C[C@H](O)N=C(N)N2)NC(=O)C(C=NC(N)=O)NC(=O)[C@H](CO)NC(=O)[C@H](CO)NC1=O (stereo partly specified) | . | -3 | -8
